TDP-43 yeast inh = TDP-43 toxicity inhibition in yeast; TDP-43 expressing yeast growth rescue, BacTiter-Glo, 24 h; AID 652104; Potency, µM (highest dose often 46.1 µM), without a hit: at the top dose growth rescue (activation), actives largely listed as activators; 410,000 compounds, 1.8% hits; also: % of control where 0% means no effect; nearly all actives have a fitted effect of over 50% in size
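Readout is BacTiter-Glo luminescence of cell growth, so inhibitors register as activators. TDP-43-expressing yeast at OD600=0.02 in galactose medium, after raffinose pregrowth to mid-log, were incubated with compound for 24 hr at 30 deg C.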
HT1080 IDH1KD tx = kills HT-1080 cells with IDH1 knockdown. Potency, µM (highest dose often 46.1 µM), inactives show at the highest dose activity, negative = toxicity, hits mostly cytotoxic. HT-1080 IDH1 knockdown viability, ATP luminescence, 48 h. 360,000 compounds, 2% hits;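 also: 0% = DMSO wells and -100% = cell-free medium wells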
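HT-1080-IDH1KD cells (IDH1 knocked down), 750/well in RPMI with 5% FBS, treated with compound 48 h at 37 degrees C. Viability by CellTiter-Glo luminescence, normalised to DMSO and no-cell wells; concentration-response curves classed.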
SW480 rereplic = DNA re-replication induction in SW480 cells; SW480 DNA re-replication, Hoechst DNA content imaging, 48 h; Potency, µM (series often up to 46.1 µM), for the others: at the top dose re-replication activation, actives largely listed as activators; 340,000 compounds, 1.8% hits; AID 624297; also: % of control where 0% means no effect; nearly all actives have a fitted effect of over 55% in size
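Compounds, transferred as 23 nL by pin tool, were incubated with cells for 48 hr; DNA content per nucleus was then quantified by Hoechst staining and fluorescence plate imaging.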
GLP1R ag = GLP-1 receptor (human) agonism. P43220. HEK293 GLP-1R CRE-luciferase, luminescence, 4-6 h; cells express a hypersensitive GLP-1R form. Potency, µM (top dose mostly 45.6 µM), for the others: at the top dose activation, usual class: activators. 380,000 compounds, 0.007% hits; also: % of control where 0% means no effect
Target sequence (P43220 whole entry, looked up): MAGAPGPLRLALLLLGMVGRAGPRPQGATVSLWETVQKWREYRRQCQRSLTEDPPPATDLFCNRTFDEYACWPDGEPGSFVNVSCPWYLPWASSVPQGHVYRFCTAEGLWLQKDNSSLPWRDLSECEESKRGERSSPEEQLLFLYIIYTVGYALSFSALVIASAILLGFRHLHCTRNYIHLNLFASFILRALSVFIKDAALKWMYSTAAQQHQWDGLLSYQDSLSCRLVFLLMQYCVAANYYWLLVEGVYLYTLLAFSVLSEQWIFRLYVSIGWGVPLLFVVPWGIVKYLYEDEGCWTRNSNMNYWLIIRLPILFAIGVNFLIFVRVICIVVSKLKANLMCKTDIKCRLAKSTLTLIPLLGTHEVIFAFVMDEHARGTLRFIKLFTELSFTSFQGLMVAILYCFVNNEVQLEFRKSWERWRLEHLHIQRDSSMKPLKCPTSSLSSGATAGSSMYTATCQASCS
KB-3-1 cytotox = kills parental KB-3-1 adenocarcinoma cells; KB-3-1 viability, CellTiter-Glo ATP luminescence, 72 h; Potency, µM (doses to about 46.1 µM), for inactives: at the highest dose activity change, negative = cytotoxic, actives largely listed as cytotoxic; 400,000 compounds, 1.4% hits; AID 1347075; also: % is scaled to controls: 0 for no effect and ±100 for the full control effect; nearly all actives have a fitted effect of over 60% in size
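Screening of KB-3-1 cells (DMEM, 10% FBS, phenol-red free) ran from lowest to highest compound concentration; after 72 h at 37 °C viability was read luminescently and curves fitted.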
HT1080-NT tox = kills 2HG-producing HT-1080-NT fibrosarcoma cells | HT-1080-NT fibrosarcoma viability, CellTiter-Glo ATP luminescence, 48 h | Potency, µM (highest dose often 46.1 µM), for inactives: at the top dose activity, negative = less viability, most hits filed as cytotoxic | 360,000 compounds, 1.6% hits | AID 686970;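 also: NT is the 2HG producing partner of a matched IDH1 knockdown line; 0% = DMSO-treated cells and -100% = media-only wells without cells; nearly all actives have a fitted effect of over 55% in size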
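HT-1080-NT; 750 cells/well; 5% FBS RPMI; 48 h compound, 37 degrees C; CellTiter-Glo luminescence; curve fitting and curve-class assignment.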
HEK293 tox = cytotoxic in the GLP-1 receptor inverse agonist counter-screen | HEK293 cAMP-luciferase reporter cells, luminescence, 24 h | Potency, µM (titrated, usually from 38.3 µM), for the others: at the top dose activity change, negative = inhibition, hits mostly inhibitors | 410,000 compounds, 0.13% hits;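 also: loss of luciferase light is scored as toxicity; % is scaled to controls: 0 for no effect and ±100 for the full control effect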
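Luminescence readout: signal drop marks cytotoxicity. Plated cells grew 12 h at 37 °C, 5% CO2, received 23 nL compound for 24 h, then got luciferase reagent, read after 12 min at RT.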
KB-V1 cytotox = KB-V1 MDR subline cytotoxicity. KB-V1 MDR cells viability, CellTiter-Glo, 72 h. Potency, µM (series often up to 46.1 µM), for inactives: at the top dose activity change, negative = cytotoxicity, most hits filed as cytotoxic. 400,000 compounds, 3.4% hits. AID 1347076; also: % is scaled to controls: 0 for no effect and ±100 for the full control effect; nearly all actives have a fitted effect of over 60% in size
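qHTS viability screen in drug-selected KB-V1 MDR cells: 72 h compound treatment at 37 degrees C, ATP luminescence end point.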
GLP1R inv ag = inverse agonists of human GLP-1 receptor. P43220. HEK293 GLP-1R CRE-luciferase, luminescence, 24 h; GLP-1R form is constitutively active. Potency, µM (doses to about 38.3 µM), inactives show at the highest dose activity change, negative = inhibition, hits mostly inhibitors. 410,000 compounds, 1.6% hits. AID 624417; also: % is scaled to controls: 0 for no effect and ±100 for the full control effect; nearly all actives have a fitted effect of over 55% in size
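GLP-1R inverse agonism mode: basal reporter luminescence in engineered HEK293 cells measured after one day of compound exposure at 37 deg C, with a 12 min room-temperature detection step.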
* marks the source's active call; other numbers are inactive results; ? = inconclusive; . = no result given; & = joins results of further samples; [ ] = dose if it differs, or a comment. Calls follow the shape of the dose curve; as a rule, active = well fitted curve in the direction sought with a large enough effect; inconclusive = small, poorly fitted or top-dose-only effect, or another doubt; inactive = no such curve, though single readings can be large; an effect the other way counts as inactive or inconclusive. Potency is read from the fitted curve at half-maximal effect. The order is random. Share with any hit: about 9.4%.

SMILES | TDP-43 yeast inh | HT1080 IDH1KD tx | SW480 rereplic | GLP1R ag | KB-3-1 cytotox | HT1080-NT tox | HEK293 tox | KB-V1 cytotox | GLP1R inv ag
CCOC(=O)Cc1nn(C(C)C)c(=O)c2ccccc12 | -5.5% | -6.5% | -3.5% | 5.6% | 14.2% | 0.8% | -1.5% | ? | 19.9%
O=C(N/N=C/c1c(Cl)[nH]c2ccccc12)c1ccc2c(c1)OCCO2 | -25.4% | -23.8% | -132.7%[inhibitor] | 9.9% | -0.2% | -13.6% | -61.6% | -24.1% | ?
S=C(Nc1ccccc1)Nc1ccc(Br)cn1 | 13.5% | -3.1% | 14.0% | 5.9% | 1.7% | -6.5% | 3.55µM* | -0.2% | ?
CN(C)S(=O)(=O)c1cccc(NC(=O)c2ccc(COc3ccccc3)cc2)c1 | -6.3% | -0.9% | 12.1% | 8.7% | ? | ? | -7.9% | ? | 10µM*
O=C(Nc1nccs1)c1ccccn1 | 0.0% | -3.9% | ? | -3.1% | -7.4% | 3.1% | ? | -2.6% | ?
COc1ccc(CC(=O)Nc2cccc(C(=O)Nc3ccccc3C(=O)O)c2)cc1OC | 3.5% | -0.1% | -2.2% | -2.5% | -1.7% | 4.2% | -8.3% | 16.9% | 30.7%[activator]
CN(C)CCNc1nc(-c2ccccc2F)c2sccc2n1 | -9.8% | ? | . | 14.7% | -0.2% | -25.7% | -24.2% | -15.9% | 10.2%
COc1ccc(-c2cc(C(=O)OC(C)C(=O)c3ccccc3)c3cccc(Cl)c3n2)cc1 (stereo not drawn) | 4.1% | . | . | . | 9.0% | . | -6.7% | 12.1% | 4.5%
CC(=O)/C=C(\C)Nc1ccccc1O | 11.6% | -16.3% | ? | -3.6% | -0.5% | ? | 2.2% | ? | -18.9%
Cc1ccc(NC(=O)c2c(C)noc2-c2snnc2C)cc1 | ? | ? | 12.4% | 9.5% | ? | -26.1% | 2.4% | ? | ?
O=C(OCc1nnc(-c2ccc([N+](=O)[O-])cc2)o1)C1CCN(C(=O)c2ccc(Cl)cc2)CC1 | 21.8% | -0.7% | 4.7% | -2.8% | -2.5% | 1.2% | 10.6% | -2.6% | 7.7%
O=C(NCC1CCCN1S(=O)(=O)c1ccccc1)c1cccc(Cl)c1 (stereo not drawn) | ? | 5.2% | 1.5% | 9.9% | -9.0% | 0.1% | -0.3% | -25.4% | -21.4%

Entries above that bear a hit mark in GLP1R inv ag.
Compound,SW480 rereplic,GLP1R ag,GLP1R inv ag
CN(C)S(=O)(=O)c1cccc(NC(=O)c2ccc(COc3ccccc3)cc2)c1,12.1%,8.7%,10µM*

Ordered by the number under GLP1R ag (highest first): 3 of the compounds above
smiles,SW480 rereplic,GLP1R ag,GLP1R inv ag
Cc1ccc(NC(=O)c2c(C)noc2-c2snnc2C)cc1,12.4%,9.5%,?
COc1ccc(CC(=O)Nc2cccc(C(=O)Nc3ccccc3C(=O)O)c2)cc1OC,-2.2%,-2.5%,30.7%[activator]
CC(=O)/C=C(\C)Nc1ccccc1O,?,-3.6%,-18.9%

Continuation:
SMILES | TDP-43 yeast inh | HT1080 IDH1KD tx | SW480 rereplic | GLP1R ag | KB-3-1 cytotox | HT1080-NT tox | HEK293 tox | KB-V1 cytotox | GLP1R inv ag
Cc1ccc(C(=O)NNC(=O)CSc2n[nH]c(-c3cccnc3)n2)cc1 | -4.9%[9.22 µM] | -16.2% | -1.4% | 0.9% | 1.8% | -3.8% | -0.9%[7.66 µM] | 18.6% | 19.1%[7.66 µM]
CCN(CCn1cccn1)C(=O)c1ccc(OC2CCN(C(=O)COC)CC2)cc1 | -16.1% | -1.6% | -19.2% | 1.1% | . | 9.4% | 14.1% | . | 21.0%
COCCN1C(=O)N[C@@H](c2ccccc2)[C@H](C(=O)OC)[C@H]1C | 9.4% | 20.0% | -8.6% | -4.6% | 27.1% | 19.9% | -18.7% | 0.0% | -9.1%
Cc1ccc2nc3c(cc(C#N)c(=O)n3-c3nnc(SCc4ccccc4)s3)c(=O)n2c1 | 16.8% | . | . | . | -7.6% | . | 47.1%[activator] | -20.2% | -2.9%
Cc1ccc(C(=O)N/N=C(\CC(C)C)c2ccccc2)cc1 | -13.7% | -0.5% | 23.1µM* | 5.4% | -5.1% | -6.6% | -6.7%[1.53 µM] | ? | ?
Cc1cc(C(=O)N/N=C/c2ccccn2)n[nH]1 | 19.0% | 2.7% | -0.4% | -0.9% | 2.5% | 2.3% | -8.7% | 0.0% | 4.1%
O=C(Nc1cccnc1)C1CCN(S(=O)(=O)c2cccc3nonc23)CC1 | -7.9% | 0.0% | -3.9% | 2.5% | 1.3% | 1.3% | 11.7% | 18.6% | 7.1%
COc1ccc(-c2nc3c(c(SCC(=O)N4CCOCC4)n2)Cc2c(CO)cnc(C)c2O3)cc1 | 7.5% | -11.4% | 11.1% | -1.5% | -10.6% | -9.7% | -13.3% | -0.9% | 35.8%
CS(=O)(=O)N1N=C(c2cccs2)CC1c1ccc(Cl)o1 (stereo not drawn) | 21.5% | -1.6% | 7.8% | 2.2% | 3.2% | 2.8% | -5.1% | 5.8% | -0.5%
CCCCOc1ccc(C(=O)O)cc1 | ? | 5.4% | -1.0% | -11.6% | 4.4% | -12.6% | -0.7% | 15.7% | 4.6%
O=C(CNCC1CCCO1)Nc1ccc([N+](=O)[O-])cc1C(=O)Nc1ccccc1F (stereo not drawn) | 3.1% | -2.0% | 3.4% | 8.7% | 4.8% | 2.8% | -1.6% | -2.4% | 0.8%
COC(=O)c1ccc(CS(=O)(=O)c2ccc(C)cc2)cc1 | 5.2% | 0.3% | -0.4% | -10.0% | 2.1% | 4.1% | 1.4% | ? | -0.5%
Cc1cc(C(=O)CN2C(=O)C(=O)N(C)C2=O)c(C)n1-c1cccc(S(=O)(=O)N2CCOCC2)c1 | -15.5% | -0.2% | 2.1% | 6.7% | 8.1% | 26.2% | -9.2% | -1.0% | 58.8%[activator]
CC(=O)Oc1ccccc1Cn1c(C)c(C(=O)NCc2cccc([N+](=O)[O-])c2)sc1=O | 18.7% | -13.2% | . | -6.0% | 10.4% | -10.0% | -16.9% | 18.4µM* | ?
CC(C)CCNC(=O)NC(=O)CSc1nnc2ccccn12 | -17.7% | 5.9% | ? | 6.4% | -3.8% | 0.5% | 22.5% | -12.1% | 0.8%
CC(=O)NC1C(OCCOc2ccc(Cl)cc2Cl)OC(COC(C)=O)C(OC(C)=O)C1OC(C)=O (stereo not drawn) | 12.2% | 15.1% | -2.6% | -1.3% | -7.6% | -1.5% | 23.1% | -1.1% | -1.4%
CCc1ccc(C2CC(=O)NC(SCC(=O)OC(C)C)=C2C#N)cc1 (stereo not drawn) | 0.5% | -1.4% | 17.1% | -6.5% | ? | -10.7% | -19.1% | -12.7% | ?
COc1cc2nc(SCc3ccc(C)cc3)n3nc(CCn4nc(C)cc4C)nc3c2cc1OC | -6.8% | . | . | -2.9% | -9.4% | . | 30.2%[activator] | 19.8% | -8.7%
O=c1[nH]c(SCc2nc3ccccc3c(=O)n2-c2ccccc2C(F)(F)F)nc2ccccc12 | 0.7% | -13.6% | -1.1% | 3.9% | 2.3% | -7.4% | -28.2% | ? | -17.2%
Cc1csc(NC(=O)CSC2=NCCS2)n1 | -2.6% | -9.6% | -4.7% | -6.1% | -0.5% | -4.5% | -9.5% | 13.4% | 2.2%
Cn1c(=O)c2[nH]c(N3CCN(c4cccc(O)c4)CC3)nc2n(C)c1=O | -6.0% | -17.7% | -14.3% | 9.6% | -8.1% | -12.4% | -6.9% | 8.1% | 52.7%[activator]
CCCn1c(SCC(=O)Nc2nccs2)nnc1-c1cccnc1 | -2.7% | 3.5% | -2.4% | 0.7% | 5.2% | 7.2% | 67.1%[activator] | ? | 3.2%
N#Cc1ccc(N=c2ssnc2Cl)cc1 | -92.3%&-93.0%[inhibitor] | ? | ? | 0.0%&-11.0% | ? | ? | ? | 11.9%&-13.5% | ?
O=c1ccc2c(o1)/C(=C/C=C(Cl)Cl)CCC2 | 11.1% | 0.4% | 17.0% | 28.1% | -1.0% | -6.7% | 133.0%[activator] | -26.1% | -26.7%
O=C(C/C=N/OCc1ccc(F)cc1Cl)c1cnc(-c2ccccc2)s1 | 1.8% | 3.1% | -8.3% | -24.9% | -1.8% | 1.9% | 66.2%[activator] | ? | -18.1%
CN(C)c1ccc(C(=O)c2ccc(N(C)C)c(N)c2)cc1N | 25.8% | -23.0% | ? | 10.5% | ? | -12.4% | ? | ? | ?
NC(=O)c1ncn([C@@H]2O[C@H](CNCc3cc(Cl)ccc3OCc3ccc(Cl)cc3)[C@@H](O)[C@H]2O)n1 | 1.9% | 8.3% | 12.9% | 1.0% | 0.0% | 7.6% | -1.0% | -0.6% | 5.5%
COc1ccccc1-c1nnc(SCC(=O)N2CC(C)CC(C)C2)o1 (stereo not drawn) | 8.8% | -8.3% | 6.9% | -2.3% | 10.3% | -10.0% | -5.9% | -19.7% | ?
Cc1cccc(NC(=O)CCn2c(=O)oc3ccccc32)c1 | 10.0% | 1.7% | -3.6% | 5.0% | -9.8% | -12.4% | -1.9% | -9.8% | -0.8%
O=C(N/N=C/c1cnc(N2CCOCC2)s1)c1ccccc1 | -1.9% | -3.2% | -0.1% | 3.3% | ? | 1.7% | 15.3% | -16.2% | 3.5%
CCN(CC)S(=O)(=O)c1ccc(N2CCOCC2)c(NC(=O)c2ccc(NC(C)=O)cc2)c1 | 8.7% | -2.2% | -1.3% | -0.6% | 0.0% | 0.3% | 4.7% | -1.6% | 7.6%
COc1cccc(-c2nnc(SCc3ccc(C#N)cc3)n2Cc2ccco2)c1 | ? | -18.9% | 15.7% | 0.6% | -4.9% | -27.3% | -9.6% | ? | ?

Screens: PubChem, National Center for Advancing Translational Sciences (NCATS)
